High-throughput results from PubChem.
hcGAS inh – Primary biochemical luminescence assay for human cyclic GMP-AMP synthase inhibitors; 0.081% of 290,000 active; recombinant h-cGAS, ATP depletion, Kinase-Glo luminescence; Q8N884; inhibition, % at 12.5 µM;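 also: 0% = vehicle reaction and 100% = reaction without DNA for no activity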
Target sequence (Q8N884 whole entry, looked up): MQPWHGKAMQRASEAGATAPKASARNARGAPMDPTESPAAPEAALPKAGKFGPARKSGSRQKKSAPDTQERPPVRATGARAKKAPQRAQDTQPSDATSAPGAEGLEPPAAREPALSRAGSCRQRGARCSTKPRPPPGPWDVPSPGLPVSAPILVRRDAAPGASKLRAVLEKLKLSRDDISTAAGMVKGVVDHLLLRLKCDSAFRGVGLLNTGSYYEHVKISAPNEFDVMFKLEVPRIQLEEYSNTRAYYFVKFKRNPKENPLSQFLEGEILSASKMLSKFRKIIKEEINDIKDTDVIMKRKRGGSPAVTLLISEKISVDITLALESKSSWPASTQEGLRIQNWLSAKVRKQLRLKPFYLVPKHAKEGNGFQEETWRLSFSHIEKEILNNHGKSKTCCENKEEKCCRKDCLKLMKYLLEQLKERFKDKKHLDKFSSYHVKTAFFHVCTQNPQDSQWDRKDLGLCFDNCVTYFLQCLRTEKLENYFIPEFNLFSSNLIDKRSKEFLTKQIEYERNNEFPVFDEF
NPYLR7 ag – agonists of mosquito NPYLR7 receptor, primary screen, cell-based, Aedes aegypti, calcium fluorescence, mosquito biting behavior; Aedes aegypti neuropeptide Y-like receptor 7 (NPYLR7); HEK293T NPYLR7/Galpha15, GCaMP6s calcium fluorescence; activation, % at 10 µM; 0.15% of 270,000 active; in the data active = activation above about 40%;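 also: 0% = vehicle and 100% = reference agonist at the receptor; some compounds past the cut are filed as inactive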
mcGAS inh – cyclic GMP-AMP synthase inhibitors, mouse, primary biochemical chemiluminescence | Q8C6L5 | recombinant cGAS, Kinase-Glo ATP depletion luminescence | inhibition, % at 12.5 µM | 0.15% of 160,000 active | AID 1259399, 2018;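 also: 0% = negative control wells and 100% = reference inhibitor with no enzyme activity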
The depositor's hits bear a star; . = not tested or not shown; & = joins results of further samples. Rule as the data show it, unless noted: active = inhibition above about 40%; inactive = the rest.

Every second line gives: hcGAS inh, mcGAS inh, NPYLR7 ag
- COC(=O)C1CCN(C(=O)C2CCC(=O)N(CCCc3ccccc3)C2)CC1 (centres undefined)
  -1&-7, -10, 4&9
- Cc1noc(-c2cccnc2)c1C(=O)NCCc1ccncc1
  -4, -5, -2
- COc1ccc(N2CCN(Cc3ccncc3)C(C)C2=O)cc1 (centres undefined)
  1, ., 14
- C=C1c2cc3c(cc2NC(=S)N1c1cccc(C(F)(F)F)c1)OCO3
  -5, ., -2
- Cc1cccc(CN(Cc2ccccc2)C(=O)c2ccn(C)n2)n1
  -3, -7, -2
- Cc1cc(C)n(-c2ccc(NCc3cccc(C(F)(F)F)c3)nn2)n1
  -9, ., 0
- Cc1cccnc1CN1CCN(CCSc2ccccc2)CC1
  -5, -10, 2
- CCCc1ccc(CN2CCC(O)(c3ccc4nc(C)ccc4c3)CC2)o1
  -5, -11, -5
- COc1ccc(Cl)cc1-n1nnc(-c2nc(-c3ccccc3F)no2)c1C
  -6, -9, 5
- CCN1CC2=C(N=C(N)C(C#N)C2c2ccc(SC)cc2)/C(=C/c2ccc(SC)cc2)C1 (centres undefined)
  -3, ., -1
- O=S(=O)(NCCCOCc1ccco1)N1CCCCC1
  -2, ., -1
- Cc1[nH]c(=O)c(C#N)cc1-c1ccncc1
  -1&-9&-8, -5, -1&20&-1
- O=C(c1cnc[nH]1)N1CCC(=Cc2cc(Cl)ccc2Cl)CC1
  1, ., -14
- CCC#CCn1c(=O)n(C(CC)CC)c2ncc(C(=O)O)cc21
  -5, -8, -1
- COc1cc(OC)cc(C(=O)NC2CCN(c3ccccc3C(=O)N3CCOCC3)CC2)c1
  -6, -5, 20
- CN(C)CCN(C(=O)CN1C(=O)c2ccccc2C1=O)c1nc2c(Cl)cccc2s1
  -9, -7, -3
- CNC(=O)c1nn(-c2ccccc2)c(=O)cc1OC
  -5, ., 3
- Cc1c(N=C2C=C(Br)C(=O)C(Br)=C2)c(=O)n(-c2ccccc2)n1C
  -7, ., -5
- CCCNC(=O)Cn1nc(-c2ccco2)c2sc(N3CCCCC3)nc2c1=O
  -7, -8, -2
- Cc1cc(-c2nn3c(CN4CCCCC4)nnc3s2)no1
  -2, ., 3
- CCCCNC(=O)N(C)C(CO)c1ccc(OC)cc1 (centres undefined)
  -5, ., 7
- CC(=NNC(=O)Cn1ccc(C(F)(F)F)n1)c1ccco1
  0, ., 4
- CC(C)N(CCC(=O)O)c1nc(Cc2ccccc2)ns1
  1, ., 13
- CS(=O)(=O)N1CCn2nc(CN3CCOC(C(F)(F)F)C3)cc2C1 (centres undefined)
  -9, -4, .
- CCOc1ccc(NC(=O)N2CCC[C@H]2C(=O)N2CCC(C(=O)N3CCCCC3)CC2)cc1
  2, 0, -12
- Cc1cc[n+](C2=C(c3c(C)[nH]n(-c4ccc(F)cc4)c3=O)C(=O)N(c3ccc(F)cc3)C2=O)cc1C
  0, -2, -10
- S=c1n(CN2CCN(c3ccccc3)CC2)nc(-c2cccs2)n1CC1CCCO1 (centres undefined)
  1, ., -12
- CCc1cccc(NC(=O)CCC(=O)N2CCC[C@H]2COC)c1
  -4, ., -5
- CCCCN(CC(=O)N1CCc2sccc2C1c1ccc(F)cc1)C(=O)C1CCC1 (centres undefined)
  -5, -3, 15
- CC(=O)c1cccc(NC(=O)Cn2ccc(-c3ccsc3)n2)c1
  -9, ., -5

Compound profiles, as listed above:
COC(=O)C1CCN(C(=O)C2CCC(=O)N(CCCc3ccccc3)C2)CC1 (centres undefined) is listed as hcGAS inh: -1&-7; mcGAS inh: -10; NPYLR7 ag: 4&9
CCCc1ccc(CN2CCC(O)(c3ccc4nc(C)ccc4c3)CC2)o1 is listed as hcGAS inh: -5; mcGAS inh: -11; NPYLR7 ag: -5

Additional structures.
Every second line gives: hcGAS inh, mcGAS inh, NPYLR7 ag
- CN1C(=O)CC(C(=O)NCCc2ccccc2)SC1=Nc1ccc(F)cc1 (centres undefined)
  1, -5, 3
- Cc1ccc(C)c(-n2c(C)c(C)n3c4c(=O)n(CC(=O)C(C)(C)C)c(=O)n(C)c4nc23)c1
  -2, -1, 6
- Cc1noc(C(C)C)c1C(=O)NCc1cccc(C#N)c1
  -7, ., 1
- Cc1ccc(C2Nc3ccccc3N=C3CC(c4ccc5c(c4)OCO5)CC(=O)C32)s1 (centres undefined)
  -2, -6, 14
- CCCCN(C)c1c(CC)nc2ccc(C(=O)NCCNC(C)=O)cn12
  -2, -3, 3
- Cc1cc(OCC(=O)OCC(=O)c2cc(C)n(CC3CCCO3)c2C)ccc1Cl (centres undefined)
  -2, -1, -2
- O=C(c1cc(C(F)(F)F)ccc1Cl)N1CC[C@@H](N2CCC(O)CC2)[C@H](O)C1
  -6, ., 3
- CC(=O)NC(C)(C(=O)OCC(C)C)C1CC1 (centres undefined)
  -4, ., 1
- O=C(C1CCCCC1)N(CCN1CCOCC1)c1nc2c(F)cc(F)cc2s1
  -4, ., 11
- CCOC(=O)CSc1ccc2nnc(CCNC(=O)c3ccc(F)cc3)n2n1
  -6, -6, -2
- CCc1ccc(CN2CCN(CC=C(C)C)C(CCO)C2)o1 (centres undefined)
  -4, -5, 6
- COCCN(CC(=O)N(CCc1ccccc1)Cc1ccc(C)o1)S(=O)(=O)c1ccccc1
  -10, -7, .
- CCc1nc2oc3ccccc3c(=O)c2c(=O)n1CCc1ccccc1
  -5, ., 1
- Cc1cc(C(F)(F)F)nc(CCNC(=O)c2c(O)cccc2O)n1
  -6, ., -1
- CSc1nc(=S)n(Cc2ccccc2)c(C)c1C(C)=O
  -7, ., -13
- C=CCNC1CCN(c2ccc(CC(=O)N3CCC[C@H]3C(=O)OC)cc2)CC1
  -4, ., 19
- COc1nc(-c2ccc(C(F)(F)F)cc2)n(-c2ccc(NC(=O)C3C[C@H]3c3ccccc3)cc2)n1 (some centres undefined)
  5, 1, -2
- CNC(=O)Cc1noc(Cc2cccc(Br)c2)n1
  -2&-5, -16, 5&6
- CCOC(=O)C1CCCN(C(=O)c2ccc(CSc3nc(N(C)Cc4ccccc4)cc(C(C)(C)C)n3)o2)C1 (centres undefined)
  -9, -4, 10
- CCC(C)(C)c1ccc(OCCCCNC(=O)c2cc(-c3cccc(OC)c3)nn2C)c(C(C)(C)CC)c1
  -9, -5, -4
- Cc1cccc(CNc2c(Cc3ccccc3)c(C)nc3ncnn23)c1
  -5, -5, -4
- COc1ccc(CC2CN(C(=O)c3c(C)cc(C)[nH]c3=O)CCO2)cc1 (centres undefined)
  -10, -14, 18
- O=C(C1CC1)N1CCc2ccc(NC(=O)C3(c4ccccc4)CCOCC3)cc21
  -5, -9, -2
- COc1cc(F)c(CN(Cc2cccnc2)C2CCN(C)CC2)cc1OC
  -6, ., 2
- Cc1nn(-c2ccccc2)c(C)c1C=C(C#N)C#N
  -12, 11, 2
- CC(C)c1cc(=O)n2c([nH]c3ccccc32)c1C#N
  -4, -3, 7
- COCCNc1nccnc1-c1ccccc1
  -5, -2, -3
- Cc1csc(=NC(=O)c2ccccc2)n1Cc1ccccc1
  4, 0, -1
- CN(C(=O)CCN1CCCCCC1=O)C1CCCN(CCc2ccccc2)C1 (centres undefined)
  -4, ., 15
- CCOc1ccc(-c2noc(CNc3cc(F)cc(F)c3)n2)cc1
  -2, -4, 16
- O=C1COc2ccc(-c3cccc(-c4cccc(NC(=O)c5ccccc5C(F)(F)F)c4)n3)cc2N1
  -7, -7, 4
- COc1ccc(N2CC(NC(N)=O)CC2=O)cc1 (centres undefined)
  -3, -7, 9
- CCN(CC)c1nc2c3c(n(-c4ccc(OC)cc4)c(=S)c(C#N)c3c1C#N)N=C(C)N2
  0, ., 0
- COC(=O)NC1(C(F)(F)F)C(=O)Nc2c1c(=O)n(C)c(=O)n2C (centres undefined)
  0, ., -7
- CCOC(=O)N1CCN(c2cc(Oc3ccc(F)cc3C)ncn2)CC1
  -5, -5, -10
- Cc1nnc(SCC(=O)NC(c2ccccc2)c2ccccc2)n1C
  1, ., -5
- O=c1[nH]c(N2CCC(CN3CCOCC3)C2)nc2ccccc12 (centres undefined)
  -2, ., -1
- COc1cccc(CSc2nnc(C(C)NC(=O)c3cc(Cl)cc(Cl)c3)n2-c2ccc(C)cc2)c1 (centres undefined)
  -3, -5, 16
- CC1(Cc2ccc(F)cc2)C(=O)Nc2c(Cl)cccc21 (centres undefined)
  0, -3, 2
- BrC(C=NN1CCN(Cc2ccccc2)CC1)=Cc1ccccc1
  -7, ., 4
- N#CCc1c(C#N)c(N)nc(N2CCCCCC2)c1C#N
  -8, ., 4
- Cc1ccc(S(=O)(=O)n2cc(/C=C/C(=O)NCCCOc3cccc([N+](=O)[O-])c3)c3ccccc32)cc1
  -4, -3, -7
- CCCCn1c(=O)c2c(nc3oc(-c4ccccc4)cn32)n(C)c1=O
  -2, -4, -2
- CCOC(=O)c1cc(-c2cccc(NC(=O)c3cc(C)oc3C)c2)n(-c2ccc(OC)cc2)n1
  1, -4, 20
- COCCCN(CC(=O)N(Cc1ccc2c(c1)OCO2)Cc1cccs1)C(=O)Nc1ccc(SC)cc1
  -11, -4, 15
- Cc1noc(C)c1C1CCCN1Cc1cccc(C(=O)Nc2cn(C)nn2)c1 (centres undefined)
  -6, ., -6
- COc1ccccc1C(=O)N1CCN(c2cc(-n3ccnc3C)ncn2)CC1
  -3, -8, -15
- CCN(CC)S(=O)(=O)c1cccc(-c2nnc(SCc3cccc4ccccc34)o2)c1
  2, ., 0
- CCCCN(CC(=O)N(CCc1ccccc1)Cc1ccc(C)o1)C(=O)Nc1cccc(F)c1
  -1, -4, 9
- O=C(CN(CCCN1CCOCC1)C(=O)C12CC3CC(CC(C3)C1)C2)N(Cc1ccc(F)cc1)Cc1ccco1
  -10, -6, -3
- CC1Cc2ccccc2N1C(=O)CN1CCC(c2c[nH]c3ccccc23)CC1 (centres undefined)
  -4, ., 6
- O=C1CC(c2ccc(O)cc2)Oc2ccccc21 (centres undefined)
  -12, -4, 7
- COc1ccc(S(=O)(=O)N2CCC(C)CC2)cc1-c1nnc2c3ccccc3c(C)nn12
  -4, ., -23
- Cc1ccccc1CO[C@]1(C(=O)NN2CCOCC2)CC(OCc2ccc(F)cc2)[C@@H]2OC(C)(C)O[C@@H]2C1 (some centres undefined)
  -2, -8, 15
- COc1ccc(C2NC(=O)N(C)C(C)=C2C(=O)OC2CCCCCC2)cc1 (centres undefined)
  -5, -4, -2
- Cc1scnc1CN1C[C@H]2COCC[C@@]2(O)[C@@H]2COCC[C@@H]21
  -7, -5, .
- O=C(CN1C(=O)NC2(CCCC2)C1=O)N1CCN(c2ncccn2)CC1
  -8, ., 11
- O=[N+]([O-])c1ccc2c(c1)S(=O)(=O)C=C2
  2, 86*, 8
- CCCCc1ccc(N2CCn3c2nc2c3c(=O)n(CCOC)c(=O)n2C)cc1
  -8, ., -8
- CCN(CCO)c1ccc(Nc2cc(C(=O)NCc3ccccc3)ncn2)cc1
  -7, -2, -3

(listing goes on)
Every second line gives: hcGAS inh, mcGAS inh, NPYLR7 ag
- CC(c1cccs1)N(C)S(=O)(=O)c1ccc2c(c1)OCCO2 (centres undefined)
  -6, ., 5
- CCCc1nc(CNC(=O)Cc2ccc3c(c2)OCO3)cs1
  -5, -10, .
- CC(=O)NC(Cc1ccccc1F)C(=O)N1CCN(Cc2ccc(-c3noc(CC(C)C)n3)cc2)CC1 (centres undefined)
  -10, -7, .
- COCc1cc(CN(C)Cc2nc(-c3ccc(C)s3)oc2C)n[nH]1
  -5, ., 9
- CCCCc1ncc(CN2CCC3(CC2)C(=O)N(C(C)C)C(=O)N3CCOC)[nH]1
  -4, -13, 1
- CCc1nnc(C(C)S(=O)(=O)c2ccc(Br)cc2)o1 (centres undefined)
  -12, ., 9
- Cc1oc(-c2cccc(C(F)(F)F)c2)nc1CC(=O)N1CCc2ccccc2C1c1ccccc1Cl (centres undefined)
  -8, -7, 2
- CCN(C)C1=C(c2c(C)[nH]n(-c3cccc(C)c3C)c2=O)C(=O)N(c2ccc(F)cc2)C1=O
  -6, -9, 3
- Cc1c(Cl)c(C(F)(F)F)nn1CC(=O)Nc1cccc2ccccc12
  -5, -6, 11
- OCC1(CCOc2ccccc2)CCN(Cc2cc(Cl)ccc2O)CC1
  -8&-5, -3, 5&3
- COc1ccc(CC(=O)Nc2cc(F)ccc2F)cc1S(=O)(=O)N1CCOCC1
  -4, -14, -4
- O=c1cc(N2CCOCC2)oc2c(-c3cccc4c3sc3ccccc34)cccc12
  -10, -13, 3
- Cc1cnc(CNC(=O)c2cccc(CC3CCNCC3)c2)cn1
  -1, -9, 2
- O=S(=O)(c1ccc(Cl)c(Cl)c1)N1CCc2nc3ccccc3n2CC1
  -11, -3, 0
- Cc1ccccc1CC1(C)C(=O)Nc2c(Cl)cccc21 (centres undefined)
  2, 2, -3
- NS(=O)(=O)c1ccc(C(=O)NCCCn2nc(-c3ccc(F)cc3)ccc2=O)cc1
  -3, ., 2
- CCSc1nc2ccccc2n1CC(=O)O
  -1, ., 5
- COc1cccc(-c2cnnc(NCc3ccccc3OC)n2)c1
  -5, -4, -2
- COc1cccc(-c2nnc(SCc3nc(C(=O)N(C)CCc4ccc(OC)c(OC)c4)cs3)n2-c2ccc(C)cc2)c1
  -7, -8, 15
- COc1cccc(OS(=O)(=O)c2ccc3[nH]c(=O)[nH]c3c2)c1
  -9, ., 11
- CC(=O)c1cc(C(=O)N(C)Cc2c(C)noc2C)cs1
  -8, ., 11
- CCc1cccc(NC(=O)N2CCN(c3nc(Cc4ccc(C)cc4)ns3)CC2)c1
  -2, -3, -5
